Lipid storage S3: qHTS Assay for Lipid Storage Modulators in Drosophila S3 Cells | Drosophila S3 cells, BODIPY lipid droplet fluorescence, 18-24 h; cells fed with added oleic acid | Potency in µM for hits, for the others lipid storage change, negative = inhibition, % at the top dose, mostly 46.1 µM | 320,000 tested, 0.64% active | AID 2685; active = well fitted inhibition curve with a large enough effect in the signal ratio, with a control signal flat, not every such curve was filed as active; inconclusive = small, poorly fitted or top-dose-only effect, or effect the other way, or a change in a side signal; the % refers to the signal ratio
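Laser-scanning cytometry quantifies lipid droplet accumulation (500–530 nm total intensity; droplet/cell object ratio) in oleic acid-fed (400 uM added) Drosophila S3 cells treated with a concentration series. 20 uM Triacsin C defined 100% inhibition.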
Lipid storage S3 cell count max: further read-out of Lipid storage S3, marked with its call; cell number change, %; measured here: cell count max response;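 cells counted by Cell Tracker Red CMTPX staining in the red channel; peak over a dose series mostly up to 46.1 µM; percent activity relative to internal control wells on each plate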
* hit, by the source's call; i = inactive; u = inconclusive; x = not tested or not shown; [ ] = another dose, or the depositor's remark. % is set by controls: 0 for no effect and ±100 for the full control effect; potency is the fitted concentration of half-maximal effect. Not all compounds are listed; rates above refer to the full screens.

SMILES	Lipid storage S3	Lipid storage S3 cell count max
CC1CCCC(C)N1C(=O)c1cc(-c2ccco2)on1 (centres undefined)	u	x
CC(C)n1c(SCC(=O)Nc2ccccc2)nc2c1c(=O)[nH]c(=O)n2C	8.1%	9.3
Nc1nnc(-c2cccc([N+](=O)[O-])c2)s1	11.0%	x
COc1ccc(S(=O)(=O)N2CCC(C(=O)N[C@H](C(=O)NCc3ccncc3)C(C)C)CC2)cc1	u	x
CCCn1cnnc1CNC(=O)C1CCC(=O)N(CCc2ccc(OC)cc2)C1 (centres undefined)	i	24.5
Cn1c(=O)[nH]c(=O)c2c1nc(SCCN1CCCCC1)n2CCCc1ccccc1	15.8%	1.9
O=C(Nc1ccccn1)C1CCN(C(=O)Nc2ccccc2)CC1	u	x
Cc1cccn2c(=O)c3cc(C(=O)NCCc4ccccc4)c(=N)n(CCCn4ccnc4)c3nc12	-16.5%	-34.6
O=C1C=C(c2ccnc3cc(Cl)ccc23)C[C@@H](c2ccc3c(c2)OCO3)C1	u	x
CN(C)C(=O)N1CCC(C(=O)N2CCCC(C(=O)c3cccc4ccccc34)C2)CC1 (centres undefined)	u	x
CC1CCCCN1C(=O)c1ccc(S(=O)(=O)N2CCCCC2C)cc1 (centres undefined)	0.8%	10.5
CCn1c2ccccc2c2cc(NC(=O)COC(=O)c3ccccc3Br)ccc21	-0.2%	3.5
CCCC1OC23CCCCC2C(C#N)(C(=N)O3)C1(C#N)C#N (centres undefined)	u	x
O=C(COC(=O)/C=C/c1ccc(C(F)(F)F)cc1)NCCC1=CCCCC1	u	x
O=S(=O)(c1ccc2c(c1)OCCO2)N1CCCN(S(=O)(=O)c2c(F)cccc2F)CC1	i	-28.8
CCCc1nc(SCC(=O)Nc2nnc(SCC)s2)c2c(=O)n(C)c(=O)n(C)c2n1	-0.5%	-4.1
CC(=O)c1c(C)nc(-c2ccc(OCC(=O)Nc3ccc(F)cc3)cc2)n1O	4.2%	13.8
Cc1cc(C)cc(N(CC(=O)NC2CCCC2)C(=O)CCC(=O)Nc2cc(C)on2)c1	u	x
CCOC(=O)c1c[nH][nH]c1=O	u	x
CCOc1ccc(N2CC(C(=O)Nc3ccc(S(=O)(=O)Nc4nccs4)cc3)CC2=O)cc1 (centres undefined)	u	x
Cc1ccc(NC(=O)CSc2nnc(CNC(=O)c3cccs3)o2)c(C)c1	4.6%	11.1
COc1ccc(NC(=O)O/N=C/c2ccc(Br)cc2)cc1	u	x
Cc1[nH]c2ccccc2c1C(=O)COC(=O)c1ccc([N+](=O)[O-])s1	u	x
CC1CN(C(=O)c2ccc(COCC(F)(F)F)o2)CC(C)O1 (centres undefined)	i	x
O=C(NCC1CCCO1)c1ccc2c(=O)n(CC3CCCO3)c(=S)[nH]c2c1 (centres undefined)	u	x
COc1cc(NC(=O)c2ccccc2)c(C)cc1NC(=O)CC(CC(=O)O)c1ccccc1 (centres undefined)	12.9%	5.3
O=C(Cc1ccc(Br)cc1)Nc1ccccc1Sc1ccccc1	u	x
O=C(CNC(=O)c1cccs1)NCCN1CCC(Cc2ccccc2)CC1	2.6%	0.3
O=C(COC(=O)CN=C1NS(=O)(=O)c2ccccc21)Nc1ccccc1OC(F)F	u	x
Cc1ccc(CNS(=O)(=O)CCNC(=O)c2ccc3c(c2)OCO3)cc1	14.5%	x
CCOC(=O)[C@H]1[C@H]2COc3ccccc3[C@@H]2N2C(=O)c3cc(F)ccc3NC(=O)[C@@]12C	u	x
Cn1ccnc1SCC(=O)c1c[nH]c2ccccc12	u	x
O=C1C2CC=C(Cl)CC2C(=O)N1CCc1c[nH]c2ccccc12 (centres undefined)	u	x
Cc1[nH]c2ccccc2c1C(=O)CSC(=S)N1CCOCC1	u	x
Cc1nc(=O)c(-c2ccccc2)c(C)n1-c1ccc(O)cc1	-123.1%	0.9
CCN(CC)N=Nc1[nH]nc2nc(C)cc(C)c12	u	x
CCOC(=O)c1c(C)c(C(=O)N2CCN(C(=O)c3ccco3)CC2)c(C)n1C	u	x
O=C1C=C(NCc2ccc(Cl)cc2)CCC1	13.1%	1.9
Cc1cc(/C=N/O)c(C)n1-c1cccc(Cl)c1	u	x
CC(=O)c1ccc(N2CCN(S(=O)(=O)c3ccc4c(c3)CC(C)N4C(C)=O)CC2)cc1 (centres undefined)	u	x
Oc1oc(-c2ccco2)nc1C=Nc1cccc(Cl)c1	u	x
S=C(NCCc1ccccn1)Nc1ccccc1	2.1%	16.0
Cc1cccc2cc(C(c3nnnn3CC3CCCO3)N3CCOCC3)c(=O)[nH]c12 (centres undefined)	u	x
CCCSc1nnc(Cc2cc(=O)[nH]c(=O)[nH]2)n1-c1cc(C)ccc1C	-4.5%	8.1
CCOC(=O)c1c(NC(=O)COC(=O)CCOc2ccccc2C)sc(C(=O)NC)c1C	u	x
Fc1ccc(CN2CCCCCCC2)cc1	u	x
CCOC(=O)CSc1nncc2ccc(OC)c(OC)c12	u	x
CN(c1ccc(Cl)cc1)S(=O)(=O)c1nnc(NC(=O)c2ccco2)s1	-24.5%	x
CCCCOC(=O)Nc1nccs1	-7.0%	-17.9
O=C1c2ccccc2C2=Nc3ccccc3SC(c3ccccc3F)C12 (centres undefined)	u	x
Nc1cc(=O)[nH]c(=O)n1-c1ccc(Cl)cc1	-28.5%	-28.1
Cn1cc(Br)c(-c2cccc(NC(=O)CCCC(=O)O)c2)n1	i	x
CCOC(=O)Cc1c(C)nc2c(C#N)c[nH]n2c1=O	8.3%	x
Cc1ccc(O)c(CNn2cnnc2)c1	9.2%	-12.6
CC(C)N(C(=O)CSc1ccc(S(=O)(=O)N2CCCCC2)cn1)C(C)C	4.1%	-11.9
CCCSc1nnc(-c2cnn(-c3ccccc3)c2-n2cccc2)n1C	i	x
Cc1ccc(S(=O)(=O)N2CCC(NC(=O)c3cccc(C)c3)CC2)cc1	u	x
O=C(Cc1cccc2ccccc12)NCCC1=CCCCC1	u	x
COc1cc(C2SCC(=O)N2c2nnc(C34CC5CC(CC(C5)C3)C4)s2)cc(OC)c1OC (centres undefined)	i	x
COc1ccc(CCNCC(O)Cn2c3ccccc3c3ccccc32)cc1OC (centres undefined)	u	x

Six entries from above, with values under each structure.
Each structure is followed by: Lipid storage S3, Lipid storage S3 cell count max
Nc1cc(=O)[nH]c(=O)n1-c1ccc(Cl)cc1
 : -28.5%, -28.1
Cn1cc(Br)c(-c2cccc(NC(=O)CCCC(=O)O)c2)n1
 : i, x
CCOC(=O)Cc1c(C)nc2c(C#N)c[nH]n2c1=O
 : 8.3%, x
Cc1ccc(O)c(CNn2cnnc2)c1
 : 9.2%, -12.6
CC(C)N(C(=O)CSc1ccc(S(=O)(=O)N2CCCCC2)cn1)C(C)C
 : 4.1%, -11.9
CCCSc1nnc(-c2cnn(-c3ccccc3)c2-n2cccc2)n1C
 : i, x

Other records follow.
SMILES	Lipid storage S3	Lipid storage S3 cell count max
O=C(N/N=C/c1ccc(Cl)cc1Cl)C1CCN(c2ncc(C(F)(F)F)cc2Cl)CC1	-4.1%	5.8
CCOc1ccc(C(C(=O)NCC2CCCO2)N(CCc2cccc(C)c2)C(=O)c2snc(C(N)=O)c2N)cc1 (centres undefined)	u	x
COc1ccc(Nc2cccccc2=O)cc1	u	x
CCOC(=O)CSc1nc2ccccc2c(=O)n1CCCCCC(=O)NCc1ccco1	u	x
COC(=O)c1c(N2C(=O)[C@H]3[C@@H](C2=O)[C@]2(C(=O)Nc4c(C)cc(C)cc42)N2CCC[C@@H]32)sc(C)c1C	2.0%	-6.1
Cc1nn(C)cc1NC(=O)Cn1nc(C(F)(F)F)cc1C1CC1	u	x
O=C(NCC1CCCN1S(=O)(=O)c1cccs1)C(=O)Nc1cccc(F)c1 (centres undefined)	u	x
O=C(O)CC1S/C(=N\N=C2\C(=O)Nc3ccccc32)N(c2ccc(O)cc2)C1=O (centres undefined)	u	x
Nc1cc(Nc2ccccc2)c2nonc2c1[N+](=O)[O-]	u	x
COc1ccc(Nc2ccc(N3C(=O)CCCC3=O)cc2[N+](=O)[O-])c(OC)c1	u	x
Cc1cccc(NC(=S)NCc2ccc(F)cc2)c1C	13.1%	16.1
O=C(Nc1cc(Cl)ccc1Cl)c1cc(-c2ccco2)on1	u	x
Cn1ncc(N2CCN(C(=O)c3ccc(Cl)cc3)CC2)c(Cl)c1=O	-22.0%	-27.5
COC(=O)c1ccc(Cn2nc(C)c(Cl)c2C)o1	u	x
Cc1cccc(NC(=O)CCC(=O)OCC(=O)c2ccc(Oc3ccc([N+](=O)[O-])cc3)cc2)c1	11.6%	12.3
COc1ccc(Cn2c(SCC(=O)NCc3ccco3)nc3ccsc3c2=O)cc1	u	x
O=C(COc1ccc(S(=O)(=O)NC2CCCCC2)cc1)NCCC1=CCCCC1	-4.4%	-4.4
O=C(NCc1ccccc1)c1ccc(CS(=O)(=O)c2ccc(Br)cc2)o1	u	x
O=C1c2ccccc2C(=O)N1Cc1ccccc1F	29.1µM*	22.2*
COc1ccc(C(=O)Cn2c(C)nc([N+](=O)[O-])c2Br)cc1	u	x
CCC(=O)Nc1ccc(S(=O)(=O)Nc2ccc(Cl)nn2)cc1	1.3%	-1.2
C=CCOc1ccc(C2NC(=O)c3ccccc3O2)cc1OCC (centres undefined)	-27.3%	19.3
C/C(=N/Nc1ccc(F)cc1)c1ccc(Cl)s1	0.5%	-7.9
Cc1cccc(N(CC(=O)N2CCCC2)S(=O)(=O)c2ccccc2)c1	8.8%[9.22 µM]	x
COc1cccc(NC(=O)N2CCCCCC2)c1	u	x
CSc1ccc(C2Nc3ccccc3-c3cc(C)nn32)cc1 (centres undefined)	18.6%	-19.6
O=C(CSCC(=O)NC1CCCC1)Nc1ccccc1	u	x
CCOc1cc(C)c(S(=O)(=O)Nc2ccc(F)cc2)cc1C	u	x
CCC(C)NC(=O)C1c2ccccc2C(=O)N1Cc1cc(OC)ccc1OC (centres undefined)	6.6%	8.3
O=C(CC1CCCCC1)NCc1ccc(F)cc1	u	x
CCC(C)(C)N=C(NC#N)Nc1cccnc1	-1.5%	14.3
O=C(NCCc1ccccc1)C1CCN(S(=O)(=O)c2cccc3nsnc23)CC1	i	x
CCOC(=O)C(Cc1ccccc1)C(=O)Nc1ccccc1C (centres undefined)	-2.7%	12.7
CCOC(=O)Cc1c(C)nc2cc(-c3ccc(Cl)cc3)[nH]n2c1=O	i	0.6
CN(C(=O)c1ccc(F)c(S(=O)(=O)N2CCOCC2)c1)C1CCCCC1	24.8%	0.1
CS(=O)(=O)N(CCCC(=O)N1CCCCCC1)c1cccc(Cl)c1	u	x
COc1cc(OC)cc(C(=O)N=c2sc3ccccc3n2C)c1	3.6%	5.9
CCN(CC)S(=O)(=O)c1ccc(Cl)c(NC(=O)CCCCl)c1	u	x
S=C(c1ccc(-c2cc(Cl)ccc2Cl)o1)N1CCCCC1	-4.5%	-19.1
CC1CCCCN1C(=O)Cn1cc(C(=O)c2ccco2)c2ccccc21 (centres undefined)	i	4.4
COCC(=O)OCc1cc2cccc(C)c2[nH]c1=O	12.4%	-0.2
C#CCOCCOCCOCCNc1nc(N2CCN(C(=O)CCCCCCCCCCNC(=O)[C@H](CO)n3cc(CCCSC)nn3)CC2)nc(N2CCN(C(=O)CCCCCCCCCCNC(=O)[C@H](CO)n3cc(CCCSC)nn3)CC2)n1	u	x
CCCC12CN(C(=O)c3ccco3)CC(CCC)(CN(C(=O)c3ccco3)C1)C2=O	-14.6%	0.3
CCOC(=O)C1=C(N)OC2=C(C(=O)CC(C)(C)C2)C1c1ccc(CC)s1 (centres undefined)	0.2%	-1.4
CCOC(=O)c1cc2n(c1N)-c1ccccc1C2=O	u	x
Cc1ccc(S(=O)(=O)N[C@@H](CC(C)C)C(=O)N2CCC(C(=O)N[C@H](C(=O)O)C(C)C)CC2)cc1	-1.2%	-2.9
CCCCCN(C(=O)CCC(=O)OCCOc1cccc(C)c1)c1c(N)n(CCCC)c(=O)[nH]c1=O	4.3%	-2.7
CCOC(=O)c1c(-c2ccc(C)o2)csc1NC(=O)CN1CCN(CC)CC1	i	x

Profiles as entered above.
Profile of `CCOC(=O)c1c(-c2ccc(C)o2)csc1NC(=O)CN1CCN(CC)CC1` : Lipid storage S3: i; Lipid storage S3 cell count max: x
Profile of `CCOC(=O)C1=C(N)OC2=C(C(=O)CC(C)(C)C2)C1c1ccc(CC)s1` (centres undefined) : Lipid storage S3: 0.2%; Lipid storage S3 cell count max: -1.4

(list continues)
SMILES	Lipid storage S3	Lipid storage S3 cell count max
CCCCN(C(=O)COC(=O)COc1c(C)cc(C)cc1C)c1c(N)n(CCC)c(=O)[nH]c1=O	u	x
COc1cc(S(=O)(=O)N2CCN=C2c2ccccc2)ccc1Cl	u	x
CCCCCCC1CC(CSc2ncn[nH]2)OC1=O (centres undefined)	10.6%	2.7
COc1cc(-n2c(C)nc3cc(C(=O)NCc4ccco4)ccc32)cc(OC)c1OC	-5.0%	-10.8
Cc1ccc(C(=O)CN2C(=O)C(=O)N(Cc3ccccc3)C2=O)cc1	u	x
Cc1nc(SCC(=O)N2CCOCC2)c2c(=O)n(C)c(=O)n(C)c2n1	-0.8%	6.2
COc1ccccc1CNC(=O)CCC(=O)n1ncc2cc(C)ccc21	-19.3%	0.3
C/C=C/C(=O)N1c2ccccc2C(C)=CC1(C)C	12.7%	3.0
NNC(=O)Cn1c(-c2nonc2N)nc2ccccc21	u	x
Nc1ccc(C(=O)OCCCc2nc3cc4ccccc4cc3[nH]2)cc1	25.9µM*	-15.5*
C=CCNc1nc(N2CCCC2)nc2ccccc12	u	x
CC(C)=C1C(=O)NN(c2ccc(F)c(Cl)c2)C1=O	u	x

Compound activity: PubChem BioAssay, National Center for Advancing Translational Sciences (NCATS)
